Assay outcomes as filed in PubChem BioAssay.
AmpC inh no detg: AmpC beta-lactamase inhibition without detergent | AmpC nitrocefin hydrolysis, absorbance 480 nm, 0.0001% Triton | AID 485341 | actives 0.52% (n = 330,000) | Potency, µM (highest dose often 57.1 µM), for inactives: at the highest dose activity change, negative = inhibition, usual class: inhibitors;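 note: potency is the fitted concentration of half-maximal effect; plate controls were no compound for no effect and no enzyme for full effect; nearly all actives have a fitted effect of over 20% in size; some results filed as inactive show a strong effect at the top dose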
Target sequence (P00811 whole entry, looked up): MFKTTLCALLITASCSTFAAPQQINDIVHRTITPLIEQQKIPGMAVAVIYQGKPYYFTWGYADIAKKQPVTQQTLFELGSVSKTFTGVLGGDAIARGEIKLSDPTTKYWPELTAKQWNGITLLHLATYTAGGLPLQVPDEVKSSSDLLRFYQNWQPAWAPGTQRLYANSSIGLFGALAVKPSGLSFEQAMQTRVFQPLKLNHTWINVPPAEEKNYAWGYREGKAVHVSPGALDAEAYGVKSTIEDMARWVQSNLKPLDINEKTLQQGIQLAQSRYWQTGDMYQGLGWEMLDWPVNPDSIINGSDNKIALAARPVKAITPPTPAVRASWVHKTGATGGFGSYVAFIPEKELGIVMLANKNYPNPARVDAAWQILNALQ
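AmpC (5.3 nM in the dispensed reagent) in 20 mM phosphate pH 7.0 with 0.01% (detergent screen) or 0.0001% Triton X-100 was preincubated with compounds for 15 min at room temperature. Nitrocefin was then added from an 800 uM solution, and hydrolysis was followed at 480 nm.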
HCV inhibitor: inhibitors of hepatitis C virus infection; actives 3.4% (n = 340,000); Huh7.5.1 HCVcc-Cre infection, luciferase reporter, 44 h; AID 651820; Potency, µM (top dose mostly 41.8 µM), inactives show at the top dose activity change, negative = inhibition, hits mostly inhibitors; note: potency is the fitted concentration of half-maximal effect
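HCVcc-Cre virus at an moi near 0.5 was added right after compound to cells cultured 4 h from seeding (1,000 cells/well). Luciferase activity was determined 44 h later, 15 min after substrate addition at RT.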
AMA1-RON2 inh: AMA1-RON2 (P. falciparum) interaction inhibition | actives 0.2% (n = 360,000) | AlphaScreen AMA1-biotinylated RON2 peptide binding | AID 720542 | Potency, µM (series often up to 58.2 µM), for inactives: at the highest dose activity change, negative = inhibition, most hits filed as inhibitors;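 note: potency is the fitted concentration of half-maximal effect; 0% = vehicle wells and -100% = peptide control; nearly all actives have a fitted effect of over 45% in size; some results filed as inactive show a strong effect at the top dose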
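AMA1 (3D7) with his tag at 25 nM final met compounds first, then biotinylated RON2 peptide at 25 nM; detection used donor plus acceptor beads, 10 µg/mL apiece, read by AlphaScreen after 30 min at room temperature.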
Tb PYK inh: blocks Trypanosoma brucei pyruvate kinase | TbPYK enzyme, Kinase-Glo Plus ATP luminescence, 45 min | AID 624173 | Potency, µM (top dose mostly 76.8 µM), for inactives: at the top dose activity, negative = inhibition, hits mostly inhibitors | actives 0.12% (n = 410,000) | Q57TT1; note: potency is the fitted concentration of half-maximal effect; nearly all actives have a fitted effect of over 50% in size
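Enzyme and substrate buffer are dispensed first and compound is pin-transferred. ADP at 130 uM final then starts the reaction, which runs 45 min at room temperature. Detection reagent is added for 10 min before luminescence is imaged.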
AmpC detergent: blocks E. coli AmpC beta-lactamase in detergent assay | actives 0.041% (n = 370,000) | Potency, µM (series often up to 114 µM), without a hit: at the highest dose activity change, negative = inhibition, actives largely listed as inhibitors | P00811 | AmpC hydrolysis of nitrocefin, absorbance 480 nm, 0.01% Triton;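 note: potency is the fitted concentration of half-maximal effect; 0% = no-compound wells and -100% = no-enzyme wells; nearly all actives have a fitted effect of over 25% in size; some results filed as inactive show a strong effect at the top dose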
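20 mM phosphate pH 7.0 + 0.01% (detergent screen) or 0.0001% Triton X-100; 5.3 nM AmpC reagent; cpd preinc 15 min RT; nitrocefin (800 uM stock) to start; A480 q20 s × 4 min; Activity was normalised to no-enzyme and no-compound control wells.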
LmPK inh: inhibitors of Leishmania mexicana pyruvate kinase; purified LmPK, Kinase-Glo ATP luminescence, 1 h; Potency, µM (series often up to 57.5 µM), for the others: at the highest dose activity change, negative = inhibition, hits mostly inhibitors; actives 0.37% (n = 290,000); Q27686; note: potency is the fitted concentration of half-maximal effect
Target sequence (Q27686 whole entry, looked up): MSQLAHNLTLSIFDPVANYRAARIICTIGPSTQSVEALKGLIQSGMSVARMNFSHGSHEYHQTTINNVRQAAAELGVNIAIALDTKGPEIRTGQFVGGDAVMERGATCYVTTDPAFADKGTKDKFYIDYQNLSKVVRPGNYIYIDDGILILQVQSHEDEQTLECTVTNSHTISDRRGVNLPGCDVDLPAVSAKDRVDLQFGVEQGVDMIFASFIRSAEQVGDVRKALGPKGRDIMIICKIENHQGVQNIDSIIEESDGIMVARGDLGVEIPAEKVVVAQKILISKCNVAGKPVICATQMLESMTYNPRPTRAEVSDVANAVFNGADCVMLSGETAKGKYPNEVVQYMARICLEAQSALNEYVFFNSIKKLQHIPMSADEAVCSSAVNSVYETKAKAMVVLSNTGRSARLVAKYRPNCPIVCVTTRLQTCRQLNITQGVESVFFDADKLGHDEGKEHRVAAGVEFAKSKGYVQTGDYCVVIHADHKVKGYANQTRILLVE
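Purified LmPK (0.1 nM) with 0.5 mM PEP and 0.1 mM ADP in imidazole buffer pH 7.2 with MgCl2/KCl, 1 h at room temperature. ATP formed was read by luciferase luminescence and normalized to no-enzyme and uninhibited controls.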
HCMV inh: human cytomegalovirus inhibition | HFF cells, HCMV-luciferase reporter, 72 h; stronger effect = lower value | actives 4.5% (n = 410,000) | activity change, negative = inhibition, % at 57.5 µM | AID 1259415; in the data active = activity change below about -60%; inconclusive = no clear call, values can overlap the other calls; inactive = above about -39%
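HFF cells seeded 16 h at 37C, treated with compounds, infected with luciferase-reporter HCMV at MOI 1 PFU/cell; luciferase read at 72 h post infection, normalized to buffer-only and Salinomycin controls.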
* marks the source's active call; other numbers are inactive results; ? = inconclusive; / = no result given; & = joins results of further samples; [ ] = remark or other dose. Unless noted, calls come from the whole dose curve; as a rule, active = well fitted curve in the direction sought with a large enough effect; inconclusive = small, poorly fitted or top-dose-only effect, or another doubt; inactive = no such curve, though single readings can be large; an effect the other way counts as inactive or inconclusive. Unless noted, % is set by controls: 0 for no effect and ±100 for the full control effect.

SMILES	AmpC inh no detg	HCV inhibitor	AMA1-RON2 inh	Tb PYK inh	AmpC detergent	LmPK inh	HCMV inh
Cc1ccc(S(=O)(=O)N2C(=O)[C@@H]3Cc4ccccc4CN3C2=O)cc1	-20%	3%	-1%	3%	4%	?	-20
Cc1nc(N2CCOCC2)c2c(C(=O)N3CCN(c4cc(Cl)ccc4C)CC3)c(C)oc2n1	/	/	/	-2%	20%	/	-9
Cc1ccc(N2C(=O)C3C4CCC(O4)C3C2=O)c(OC(F)F)c1 (stereo not drawn)	-9%	0%	8%	-1%	5%	/	10
O=c1c2ccccc2nnn1CSc1nc2ccccc2c(=O)n1CCCO	12%	-23%	-16%	-1%	6%	-4%	-7
O=C(COc1ccccc1[N+](=O)[O-])N/N=C/c1cccs1	-8%	1%	0%[11.6 µM]	-12%	?	-2%	-18
CC(C)c1nnc(NC(=O)C2CCN(S(=O)(=O)c3ccc(-n4cnnn4)cc3)CC2)s1	-15%	?	7%	-2%	-8%	-1%	10
FC(F)(F)c1nnc2sc(-c3ccco3)nn12	?	14%	-11%	/	-2%	1%	61
COc1ccccc1CNC(=O)N[C@@H](Cc1ccccc1)C(=O)O	-27%	13%	-7%	-1%	1%	-9%	-3
Brc1ccc(-c2csc(N3CCOCC3)n2)cc1	-13%	11µM*	-8%	?	11%	-1%	7
CN(C)CCNS(=O)(=O)c1ccc(N2CCc3ccccc32)c([N+](=O)[O-])c1	67%[activator]	10µM*	?	-1%	-2%	-8%	-13
COc1ccc(-c2cnc(NCc3ccc(C)cc3)n2C)cc1	/	/	/	-4%	?	/	-8
Cc1cc(S(=O)(=O)NCc2ccc(N3CCN(C)CC3)cc2)c(C)s1	-4%	9%	2%	4%	?	-1%	32
O=C(Nc1ccc(OCC(F)(F)C(F)F)c(C(F)(F)F)c1)c1ccc(Cl)cc1	/	7.9µM*	8%	3%	/	/	-95*
O=C(NCCOCCOCCNC(=O)c1cccnc1)c1cccnc1	5%	3%	-23%	10%	-16%	0%	16
CSc1cccc(-c2nnc(NC(=O)c3ccc4c(c3)OCCO4)o2)c1	/	/	/	-5%	-3%	/	-9

Another view of 2 compounds above.
Below each SMILES: AmpC inh no detg	HCV inhibitor	AMA1-RON2 inh	Tb PYK inh	AmpC detergent	LmPK inh	HCMV inh
Cc1ccc(N2C(=O)C3C4CCC(O4)C3C2=O)c(OC(F)F)c1 (stereo not drawn)
  -9%	0%	8%	-1%	5%	/	10
O=c1c2ccccc2nnn1CSc1nc2ccccc2c(=O)n1CCCO
  12%	-23%	-16%	-1%	6%	-4%	-7

Molecules from the list above that contain a Cl atom, in the order listed:
SMILES	AmpC inh no detg	HCV inhibitor	AMA1-RON2 inh	Tb PYK inh	AmpC detergent	LmPK inh	HCMV inh
Cc1nc(N2CCOCC2)c2c(C(=O)N3CCN(c4cc(Cl)ccc4C)CC3)c(C)oc2n1	/	/	/	-2%	20%	/	-9
O=C(Nc1ccc(OCC(F)(F)C(F)F)c(C(F)(F)F)c1)c1ccc(Cl)cc1	/	7.9µM*	8%	3%	/	/	-95*

Going on with the list.
SMILES	AmpC inh no detg	HCV inhibitor	AMA1-RON2 inh	Tb PYK inh	AmpC detergent	LmPK inh	HCMV inh
O=C1OCCN1C(=O)[C@H]1[C@H](c2ccccc2)C(c2ccccc2)=NN1c1ccccc1	13%	-1%	-3%	-3%	/	/	0
C=CCn1c(SCC(=O)c2c(N)n(C)c(=O)n(C)c2=O)nnc1-c1ccncc1	-13%	4%	19%	-14%	5%	3%	-5
COc1ccc2c(c1)C(=O)N(c1ccc(C)cc1)C(=O)C2	-14%	4%	14%	-2%	-5%	3%	95
CCn1cc(CCC(=O)NCc2ccc(F)cc2)c2ccccc21	-1%	?	-11%	-3%&1%	10%&5%	-3%	-31&43
COc1cccc(NC(=O)Cn2c(=O)n(CC(=O)NCc3ccc(C)cc3)c(=O)c3sccc32)c1	/	/	/	-3%	25%	/	33
O=C(c1cc2nc(-c3ccco3)cc(C(F)(F)F)n2n1)N1CCN(c2ccccn2)CC1	187%[activator]	?	-4%	-2%	?	3%	-16
CC1=C(C(=O)Nc2ccccc2)C(c2cccs2)C(C#N)=C(SCC#N)N1 (stereo not drawn)	-52%	-6%&-26%	60%[activator]	-9%	-4%	16%	46
O=C(CN1CCN(S(=O)(=O)c2ccc(Br)cc2)CC1)N/N=C/c1ccncc1	54%	-3%	10%	2%	2%	-1%	-36
CC(Sc1nnc(-c2cccs2)n1-c1ccccc1)C(=O)NCc1ccco1 (stereo not drawn)	-14%	-2%	2%	-14%	-7%	6%	-3
c1cc(Nc2ncnc3sc4c(c23)CCC4)ccn1	-18%	12%	14%	-2%	1%	-4%	-63*
COc1ccc(NC(=S)N2CCN(S(C)(=O)=O)CC2)cc1	-5%	4%	2%	0%	5%	-15%	-32
CSc1ccccc1NC(=O)C1(C)CCN1C(=O)Cc1ccc(-c2ccccc2)cc1 (stereo not drawn)	/	/	-1%	-4%	/	/	-62*
CCOC(=O)c1cnc2c(C)cc(C)cc2c1NCCN1CCOCC1	/	/	/	-7%	5%	/	2
CN(C(=O)CCOc1ccccc1)c1c(N)n(Cc2ccccc2)c(=O)[nH]c1=O	-6%	-3%	9%	3%	-1%	/	-5
CCN(CC)c1ccc(C(=O)NC(=S)N2CCN(Cc3ccc4c(c3)OCO4)CC2)cc1	12%	11µM*	9%	-4%	-3%	-2%	-8
CC(C)c1cc(-c2cc(C(=O)Nc3ccccc3)on2)nc(NC2CCCC2)n1	/	-29%	4%	-4%	/	/	35
COc1ccccc1CNC(=O)CN1C(=O)c2cccc(N)c2C1=O	-8%	2%	34%[activator]	3%	-2%	-2%	68
Brc1ccc(/C=N/Nc2ccccn2)cc1	-18%	-22%	-16%	-8%	0%	6%	-9
OC(c1ccccc1)(c1nc(-c2cc3ccccc3o2)cs1)C(F)(F)F (stereo not drawn)	/	/	2%	2%	/	/	-20
O=C(CN(C(=O)CCC(=O)Nc1ccccn1)C1CCCC1)NCc1ccccc1	-9%	-5%	-13%	2%	?	5%	-24
O=c1c2cc3c(=O)n(-c4ccccc4O)c(=O)c3cc2c(=O)n1-c1ccccc1O	-20%	4%	20%	-4%	-7%	-5%	-29
CCC(=O)Oc1ccc2oc(=O)cc(C)c2c1	-1%	-2%	3%	-7%	-12%	0%	62
COC(=O)c1ccc(NC(=O)CN2C(=O)CNC2=O)cc1	-3%	-3%	-5%	-1%	-1%	4%	-35
O=C(O)CN1C(=O)/C(=C/c2ccccc2Br)Oc2ccccc21	-19%	-1%	11%	-3%	?	-6%	24
Cc1ccc(Cl)cc1N1CCN(c2ncnc3onc(C)c23)CC1	/	/	/	-6%	8%	/	-13
O=C(Oc1ccccc1C(=S)N1CCOCC1)c1ccccc1	-8%	21%	0%	-1%	-8%	0%	-37
COc1ccc(CN2CCC2(C)C(=O)Nc2cnc3ccccc3c2)c2ccccc12 (stereo not drawn)	/	/	-21%	1%	/	/	-7
Cc1ccc(C(C(=O)NCc2ccco2)N(C(=O)CNC(=O)c2cccs2)c2ccc(C)cc2)cc1 (stereo not drawn)	-17%	?	-2%	-1%	-8%	1%	29
COc1ccc(CSc2nnc(Cc3sc(-c4ccccc4)nc3-c3ccccc3)o2)cc1	-6%	-6%	17%	4%	1%	0%	-21
CC1(C(=O)NCc2ccccc2)Cc2c(-c3cccc(C(F)(F)F)c3)ccnc2O1 (stereo not drawn)	/	/	-5%	-5%	/	/	-29
Cc1ccc(-n2cc(CN3CCN(c4ccccn4)CC3)c(-c3ccc(F)cc3)n2)cc1	25%	?	13%	1%	9%	-3%	-20
C/C(=N\Nc1cc(C(F)(F)F)ccc1Cl)c1ccccc1O	-23%	?	8%	-13%	-9%	1%	-12
CCC(=O)N1c2ccc(S(=O)(=O)N3CCCCCC3)cc2CC1C (stereo not drawn)	/	/	/	-10%	2%	/	28
CC1CC(C)CN(S(=O)(=O)c2ccc3c(c2)n(C)c(=O)c(=O)n3C)C1 (stereo not drawn)	-11%	3%	2%	-1%	-3%	3%	-1
O=C(Cc1ccc(S(=O)(=O)N2CCCCC2)cc1)NCc1ccc(Cl)cc1	-22%	-7%	0%	-1%	-2%	/	-7
COC(=O)CC(=O)c1ccc2c(c1)OCO2	/	11%	-8%	-8%	/	/	-15
CCCCS(=O)(=O)N1CCCC(C(=O)Nc2ccc(Cl)cn2)C1 (stereo not drawn)	-21%	-6%	0%	8%	?	0%	-17
COc1ccc(C(=O)NC(=S)Nc2nnn(C)n2)cc1	-5%	6%	13%	-13%	?	4%	-26
Cc1ccc(N2C(=O)NC(=O)/C(=C\C=C\c3ccco3)C2=O)cc1C	-40%	?	-26%	-22%	-4%	4%	-102*
COc1ccc(-c2[nH]c3ccccc3c2SCCNC(=O)c2ccccc2)cc1	-26%	13µM*	-14%	-5%	?	3%	-28
CN(C)C(=O)CN1CCN(C(=O)CCl)CC1	-29%	3%	4%	8%	?	-1%	-20
O=C(CSc1nc2sccc2c(=O)[nH]1)N1CCN(c2ccccc2)CC1	-11%	13%	-3%	-13%	-13%	0%	22
CC(C(=O)OCC(=O)c1ccc(Br)cc1)N1C(=O)C2C3C=CC(C3)C2C1=O (stereo not drawn)	36%	-5%	1%	0%	-8%	0%	13
Cc1cccc(NC(=O)Cn2c(SCC(=O)NCc3ccccc3)nc3ccccc32)c1C	/	/	/	5%	-9%	/	5
CC(C)(C)c1ccc(C(=O)Nc2ccc(NC(=O)c3ccc(Cl)c(Cl)c3)cc2)cc1	/	/	/	0%	-5%	/	-7
CC(C)CN1CCN(Cc2cc3ccccc3[nH]2)CC1CCO (stereo not drawn)	-36%	-5%	2%	-9%	0%	-3%	92
Fc1cccc(Cl)c1CNn1cn[nH]c1=S	-11%	9%	16%	?	2%	3%	-19
Cc1ccc(C)c(CN2C(=O)c3ccccc3S(=O)(=O)c3ccc(C(=O)N4CCN(C)CC4)cc32)c1	213%[activator]	?	-2%	-1%&10%	9%&18%	-3%	-34&-26
CC(=O)C1=C(C)NC(C)=C(C(C)=O)C1c1ccccc1	-8%	-9%	4%	0%	3%	0%	15
COc1cc(-c2nc(C(=O)NC3CCCCC3)cc3c2[nH]c2ccccc23)cc(OC)c1OC	0%	?	6%	-5%	-4%	-8%	-25
Cc1ccc(C2=NCCn3nc4cc([N+](=O)[O-])ccc4c32)cc1	-9%	14%	35%[activator]	-12%	-15%	/	1
COc1cccc(C(=O)OCC(=O)c2ccc(Br)s2)c1OC	-23%	1%	10%	4%	?	/	32
Cc1ccccc1Cn1c(=O)sc2ccccc2c1=O	-17%	9%	39%[activator]	-5%	?	-6%	-33
O=C(Cc1coc(-c2ccc(F)cc2)n1)NCc1ccccc1	-2%	12%	0%	-4%	1%	-1%	-17
